Growth percent in the NCI-60 one-dose screen (48 h, 10 µM unless noted): 100 = growth as untreated, 0 = no growth, -100 = all killed.
A549/ATCC: A549/ATCC NSCLC; AID 1794740; hit rate 3.7% among 81,000
EKVX: EKVX NSCLC; hit rate 3% among 71,000; AID 1794765
HOP-62: HOP-62 NSCLC | hit rate 3.9% among 80,000 | AID 1794735
UACC-62: UACC-62 melanoma. hit rate 5.4% among 81,000
HOP-92: HOP-92 NSCLC cells; hit rate 6.3% among 71,000
MALME-3M: MALME-3M melanoma. AID 1794766. hit rate 5.8% among 78,000
UACC-257: UACC-257 melanoma | hit rate 4.4% among 78,000 | AID 1794764
M14: M14 melanoma. hit rate 6.2% among 80,000
* = called active by the depositor; · = no result given; & = joins results of further samples; [ ] = remark or other dose. The calls were made as follows: active = growth percent below 10; inactive = the rest.

No.	compound	A549/ATCC	UACC-257	MALME-3M	HOP-92
1	COC(=O)CC/C(C)=N\Nc1ccc([N+](=O)[O-])cc1	25	·	104	93
2	O=c1c(O)c(-c2cc(O)c(O)c(O)c2)oc2cc(O)cc(O)c12	84	94	101	99
3	COC(=O)c1c[nH]c2ccc3ccccc3c(=O)c12	57	96	108	79
4	Cc1cnc2cc(Cl)ccc2c1Cl	106	100	107	151
5	CC(=O)c1ccc(NC(=O)c2ccc(-n3c(=O)[nH]c4ccccc4c3=O)cc2)cc1	101	105	93	94
6	COc1ccc(C2=CC(c3cc(OC)c(OC)c(OC)c3)n3ncnc3N2)cc1 (stereo not drawn)	14	56	76	27
7	CSc1nc(N)c(C(=O)N(c2ccccc2)c2ccccc2)s1	88	98	103	91
8	Cc1cc(C)c(C)c(C(=O)OC(C)C)c1C	84	92	103	90
9	COc1ccc(C2CC(c3cccc(OC)c3)=NN2C(=O)c2cc(OC)c(OC)c(OC)c2)cc1 (stereo not drawn)	32	65	38	36
10	O=c1cc[nH]c2c(Cl)cccc12	99	96	84	92

No.	M14	UACC-62	EKVX	HOP-62
1	20	27	59	60
2	100	95	97	86
3	99	80	49	81
4	103	99	112	108
5	109	98	94	91
6	-2.2*	52	67	9.1*
7	105	93	·	102
8	93	100	96	90
9	16	38	46	40
10	82	91	82	82

Screen by screen, from the results shown:
M14, entries 2–5, in order: 100, 99, 103, 109

New compounds follow
No.	compound	A549/ATCC	UACC-257	MALME-3M	HOP-92
11	Cc1ccc2c(n1)C(=O)C(Cl)=C(Nc1ccc(S(=O)(=O)Nc3nnc(C)s3)cc1)C2=O	113	109	102	129
12	Nc1cc(N)c2nc(-c3ccccc3)c(NCCc3ccc(Cl)c(Cl)c3)nc2c1	-63*	5.2*	-93*	-78*
13	CCCCCCCCn1ccc2cc(NC(=O)CN=[N+]=[N-])ccc21	100	103	109	111
14	CC1NC(=S)NC(c2cccs2)=C1C(=O)/C=C/Nc1nccs1 (stereo not drawn)	89	106	97	47
15	COc1ccc2c3c1O[C@H]1C[C@@H](O)C=C[C@@]31CCN(C)C2	102	105	108	107
16	C#CCOc1ccc2ncnc(N3CCC(NC(=O)CCl)CC3)c2c1	76[8.25 µM]	80[8.25 µM]	84[8.25 µM]	57[8.25 µM]
17	O=C(CCN1C(=O)/C(=C/c2ccc(O)cc2)SC1=S)Nc1cccc(O)c1	100	95	84	46
18	CN1CCN(c2ccc3cc(-c4nc5ccccc5[nH]4)c(=O)oc3c2)CC1	90	83	90	59
19	COC1OC(CO)C(OC)C(O)C1NC(O)COCCOC(O)CNC(=S)N=Nc1c(O)[nH]c2ccccc12 (stereo not drawn)	103	106	99	101
20	CC(C)CCOCC(O)CNCCN (stereo not drawn)	100	100	100	90

No.	M14	UACC-62	EKVX	HOP-62
11	112	102	107	104
12	·	-92*	-100*	·
13	109	84	85	114
14	78	93	83	59
15	98	113	108	·
16	73[8.25 µM]	73[8.25 µM]	73[8.25 µM]	68[8.25 µM]
17	91	85	91	80
18	89	82	·	98
19	101	97	99	97
20	109	96	94	99

Further results follow.
No.	compound	A549/ATCC	UACC-257	MALME-3M	HOP-92
21	Cc1nc2ccc(-c3ccccc3)cc2s1	96&100	112&99	111&109	81
22	Nc1cccc(CC(N)C(=O)O)c1 (stereo not drawn)	68	79	97	90
23	O=C(CSC(=S)N1CCN(c2ccccc2)CC1)Nc1nc2ccc(Cl)cc2s1	99	108	98	88
24	Sc1ccc2ccccc2c1CNC1CCCCC1	99	·	119	85
25	COc1ccc(C(=O)Nc2ccc(Oc3cc4cc(OC)c(OC)cc4nc3C)cc2)cc1OC	85	102	83	·
26	O=C(N[C@@H]1C[C@H]1c1ccc(F)c(F)c1)N[C@@H]1C[C@H]1c1ccc(F)c(F)c1	90	96	90	94
27	NC(=O)N/N=C/c1cn(-c2ccc(C(=O)O)cc2)nc1-c1ccc(C(=O)O)cc1	107	97	93	101
28	CC(=NNc1ncnc2ccccc12)c1ccc(S(C)(=O)=O)cc1	111	108	98	95
29	Cn1c2ccccc2c2c3c(=O)[nH]c(N)nc3c3c4ccccc4n(CCCCCC#N)c3c21	68	·	100	·
30	O=c1ccn(C2OC(CO)C(O)C2Cl)c(=O)[nH]1 (stereo not drawn)	93	110	97	105

No.	M14	UACC-62	EKVX	HOP-62
21	121&120	83&96	65&97	115
22	93	·	100	89
23	110	·	103	99
24	98	105	104	111
25	91	97	95	95
26	103	85	91	106
27	100	100	102	93
28	92	96	91	95
29	73	80	95	·
30	94	99	106	90

Entries of single compounds as entered above. Values in the order: A549/ATCC	UACC-257	MALME-3M	HOP-92	M14	UACC-62	EKVX	HOP-62
Results for `O=c1c(O)c(-c2cc(O)c(O)c(O)c2)oc2cc(O)cc(O)c12` = 84	94	101	99	100	95	97	86
Results for `CC(=NNc1ncnc2ccccc12)c1ccc(S(C)(=O)=O)cc1` = 111	108	98	95	92	96	91	95
Results for `NC(=O)N/N=C/c1cn(-c2ccc(C(=O)O)cc2)nc1-c1ccc(C(=O)O)cc1` = 107	97	93	101	100	100	102	93

Part of the list above in order of SMILES length, rising.
No.	compound	A549/ATCC	UACC-257	MALME-3M	HOP-92
22	Nc1cccc(CC(N)C(=O)O)c1 (stereo not drawn)	68	79	97	90
24	Sc1ccc2ccccc2c1CNC1CCCCC1	99	·	119	85
30	O=c1ccn(C2OC(CO)C(O)C2Cl)c(=O)[nH]1 (stereo not drawn)	93	110	97	105
28	CC(=NNc1ncnc2ccccc12)c1ccc(S(C)(=O)=O)cc1	111	108	98	95
27	NC(=O)N/N=C/c1cn(-c2ccc(C(=O)O)cc2)nc1-c1ccc(C(=O)O)cc1	107	97	93	101
29	Cn1c2ccccc2c2c3c(=O)[nH]c(N)nc3c3c4ccccc4n(CCCCCC#N)c3c21	68	·	100	·
26	O=C(N[C@@H]1C[C@H]1c1ccc(F)c(F)c1)N[C@@H]1C[C@H]1c1ccc(F)c(F)c1	90	96	90	94

No.	M14	UACC-62	EKVX	HOP-62
22	93	·	100	89
24	98	105	104	111
30	94	99	106	90
28	92	96	91	95
27	100	100	102	93
29	73	80	95	·
26	103	85	91	106

(next part)
No.	compound	A549/ATCC	UACC-257	MALME-3M	HOP-92
31	CC(=O)OC/C=C(/C)C[P+](c1ccccc1)(c1ccccc1)c1ccccc1	65	70	62	64
32	O=C(NCC(O)CO)c1c(I)c(C(=O)NCC(O)CO)c(I)c(N(CCO)C(=O)CO)c1I (stereo not drawn)	100	100	96	·
33	O=C(NC1CCCCC1)C(c1ccc(O)c(O)c1O)N(C(=O)c1cc(O)c(O)c(O)c1)c1cccc(O)c1 (stereo not drawn)	93	94	103	81
34	O=[N+]([O-])c1ccc(N=Nc2ccc(O)c3ccccc23)cc1	71	17	58	11
35	O=C(CCc1nc2sc3c(c2c(=O)[nH]1)CCC3)NCc1cn(-c2ccccc2)nc1-c1ccccc1	17	99	48	96
36	O=C(Nc1nn(-c2ccc(Cl)cc2Cl)nc1-c1ccccc1)c1ccccc1	95	106	80	87
37	CCC(O)CCC(CC)CC (stereo not drawn)	107	93	97	84
38	C#CCOc1ccccc1C(OC(=O)c1ccccc1)C(=O)NC(C)(C)C(C)(C)C (stereo not drawn)	74	82	76	71
39	COCCOC(=O)C1=C(C)N(C)C(=O)NC1c1ccc2c(c1)OCO2 (stereo not drawn)	102	105	96	122
40	COC(=O)C1CCC(=O)N1C(=O)CC(C)=O (stereo not drawn)	93	98	102	105

No.	M14	UACC-62	EKVX	HOP-62
31	47	48	82	66
32	87	106	107	104
33	103	96	98	90
34	·	·	60	75
35	74	89	92	81
36	87	85	113	77
37	108	106	93	102
38	89	67	75	88
39	106	103	101	103
40	107	95	112	99

(list continues)
No.	compound	A549/ATCC	UACC-257	MALME-3M	HOP-92
41	N#C/C(=C\c1ccc(F)cc1)C(=O)O	102	108	107	112
42	O=[N+]([O-])c1ccc(O)c(S(=O)(=O)O)c1	106	99	127	·
43	COc1nc(Cl)nc2c1ncn2C/C=C/CCl	95	92	112	·
44	Nc1c(C(=O)N/N=C/c2cccc(Oc3ccccc3)c2)cnn1CC(O)c1ccccc1 (stereo not drawn)	87	96	101	89
45	CCC(c1ccc(Br)cc1)C(C(N)=O)c1ccc(OC)cc1 (stereo not drawn)	103	·	112	97
46	O=C1COc2ccccc2C(=O)N1CCCCNc1ccc(S(=O)(=O)Nc2ncccn2)cc1	70	76	101	36
47	C/C(=C\c1ccccc1)C(=O)c1ccccc1	100	95&91	101&105	93
48	Oc1ccccc1/C=C1/CCc2cc3ccccc3[o+]c21	98	100	106	94
49	Cn1c(SCC(=O)Nc2ccc(-c3nc4ccccc4[nH]3)cc2)nc2ccccc2c1=O	97	98	92	63
50	O=C(CCCCCCCNC(=O)c1cc(=O)c(O)co1)Nc1ccccc1	104	106	104	116

No.	M14	UACC-62	EKVX	HOP-62
41	106	99	103	·
42	109	97	105	101
43	71	85	110	86
44	93	85	94	88
45	101	80	98	109
46	77	93	104	70
47	106&121	109&107	103	120&103
48	101	87	89	100
49	102	86	90	86
50	103	95	99	102

Remaining list, next part
No.	compound	A549/ATCC	UACC-257	MALME-3M	HOP-92
51	COc1ccc(Cl)cc1Nc1nc(C(F)(F)F)ccc1C(=O)N/N=C/c1cccnc1	59	73	43	57
52	O/N=C\c1cc(-c2ccc(F)cc2)on1	96	93	105	90
53	O=c1[nH]c2ccc(Cl)cc2cc1CSc1ccc(Nc2nccc(-c3ccc4ccccc4c3)n2)cc1	23	112	20	88
54	CCOCC(O)COc1ccc(/C(=C(\C)c2ccccc2)c2ccccc2)cc1 (stereo not drawn)	97	105	89	101
55	CC(=O)/C(=C/N1C(=O)CC(=O)NC1=S)C(=O)Nc1ccccc1C	98	95	92	110
56	CN(C)CCS(=O)(=O)Nc1cc(-c2ccc3ncc(C#N)c(Nc4ccc(F)c(Cl)c4)c3c2)cnc1Cl	-31*	-17*	-50*	-18*
57	N#Cc1c(-c2ccc(Cl)cc2)nc2c(c(-c3ccccc3)nn2-c2ccccc2)c1-c1ccc(N2CCCCC2)cc1	106	93	97	93
58	O=C1NC(/C=C/c2ccccc2)N=C2C(c3ccc(Cl)cc3)=NOC12 (stereo not drawn)	96	108	111	100
59	COc1ccccc1NC(=O)/C(=C\n1c(=S)[nH]c2ccc([N+](=O)[O-])cc21)C(C)=O	90	89	·	101
60	N#Cc1ccc(NC(=O)c2sc3nc4c(cc3c2N)C(=O)CCC4)cc1	93	106	89	96

No.	M14	UACC-62	EKVX	HOP-62
51	53	51	49	54
52	93	100	·	94
53	88	106	84	86
54	98	88	92	99
55	99	96	93	89
56	-40*	-77*	-43*	0.0*
57	93	90	97	92
58	104	100	98	101
59	97	104	94	85
60	106	99	94	101

(listing goes on)
No.	compound	A549/ATCC	UACC-257	MALME-3M	HOP-92
61	COC(=O)CNC(=O)[C@]12CCC(C)(C)C[C@H]1C1=CC[C@@H]3[C@@]4(C)Cc5c([nH]c6ccccc56)C(C)(C)[C@@H]4CC[C@@]3(C)[C@]1(C)CC2	50	79	92	101
62	NC(=O)C1(Nc2ccc(-c3ccc(Br)cc3)cc2)CCCC1	79	105	104	69
63	CNc1cc([N+](=O)[O-])ccc1OCc1ccccc1	96	84	120	·
64	COc1cc(C2=C(c3cn(C)c4ccccc34)COC2=O)cc(OC)c1OC	18	67	44	19
65	COc1cc(/C=C\C(=O)OC/C=C/c2ccc3c(c2)OCO3)cc(OC)c1OC	103	104	113	·
66	CCOC(=O)c1c(-c2ccccc2)c[nH]c1C	101	109	·	66
67	O=c1/c(=C/c2ccccc2Cl)sc2nc(-c3ccccc3)nn12	88	86	93	·
68	O=[N+]([O-])c1ccc(C2Oc3ccc(Br)cc3C3CC(c4cccs4)=NN32)cc1 (stereo not drawn)	95	99	89	82
69	O=C(N/N=C/c1ccc2c(c1)OCO2)c1ccncc1	109&108	112&93	82&110	70&106
70	CC/C=C\C/C=C\C/C=C\C/C=C\C/C=C\C/C=C\CCC(=O)CO[C@H]1O[C@@H](Oc2cc(O)cc(O)c2C(=O)CCc2ccc(O)cc2)[C@H](O)[C@@H](O)[C@@H]1O	108	115	96	113
71	CCCCCCCCCCCCCCCc1cc(OC2OC(COC(C)=O)C(OC(C)=O)C(OC(C)=O)C2OC(C)=O)ccc1[N+](=O)[O-] (stereo not drawn)	71	84	103	87
72	O=[N+]([O-])c1ccccc1Nc1ccc2ccccc2c1	48	93	106	83
73	c1cncc(CCc2ccncc2)c1	103	114	111	75

No.	M14	UACC-62	EKVX	HOP-62
61	104	82	89	88
62	105	78	80	87
63	108	77	48	79
64	-14*	13	28	32
65	112	93	113	108
66	118	89	85	93
67	76	84	99	103
68	103	78	80	102
69	103&105	97&91	101&104	108&100
70	86	107	94	104
71	88	62	·	105
72	91	79	88	83
73	106	109	101	128
